SF-1 act: SF-1 (human) activation; actives 1.9% (n = 65,000); CHO-K1 Gal4-SF-1 LBD luciferase reporter; % increase over DMSO SF-1-specific signal; activation, % at 10 µM; Q13285;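 active = activation above the mean activation of all tested compounds plus 3 SD, cut at about 50% in these data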
Target sequence (Q13285 whole entry, looked up, the tested form may be a part): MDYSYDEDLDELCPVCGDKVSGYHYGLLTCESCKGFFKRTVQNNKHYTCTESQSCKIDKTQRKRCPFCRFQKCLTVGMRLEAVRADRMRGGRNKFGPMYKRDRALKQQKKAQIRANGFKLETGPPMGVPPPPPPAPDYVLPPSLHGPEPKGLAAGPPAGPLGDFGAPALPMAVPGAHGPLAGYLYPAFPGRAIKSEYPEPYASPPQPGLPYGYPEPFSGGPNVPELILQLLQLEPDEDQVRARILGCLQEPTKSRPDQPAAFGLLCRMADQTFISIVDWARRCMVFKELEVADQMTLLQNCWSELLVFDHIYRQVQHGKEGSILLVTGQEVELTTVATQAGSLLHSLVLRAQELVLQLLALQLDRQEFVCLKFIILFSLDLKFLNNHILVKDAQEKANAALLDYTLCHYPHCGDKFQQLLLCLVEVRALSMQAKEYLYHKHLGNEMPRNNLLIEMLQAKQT
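Material: Gal4–SF-1 LBD one-hybrid luciferase reporter in CHO-K1 cells | Amount: 4,000 cells per well | Compound dosing: 10 µM single point, 1% DMSO | Schedule: 20 h compound treatment, 37 °C | Measured by: SteadyLite luciferase luminescence | Evaluation: Percent activation versus DMSO | Control set: DMSO-treated SF-1-transfected cells as negative, DMSO-treated mock-transfected cells lacking SF-1 as background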
NADH coupling: blocks coupling enzymes of NAD/NADH assays | IC50, µM (doses to about 10 µM), for inactives: top-dose inhibition | actives 0.02% (n = 65,000) | coupled PK/LDH NADH assays, four targets | AID 774;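 active = single-dose screening hits from any of four coupled enzyme assays that gave an IC50 when retested across doses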;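 also: the DPM-DC format reads NADH fluorescence rather than 340 nm absorbance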
Jurkat viability: cytotoxicity toward Jurkat cells | Jurkat E6.1 viability, ATP luminescence, 48 h | inhibition, % at 4 µM | actives 1.2% (n = 56,000);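 active = inhibition above the mean inhibition of all tested compounds plus 3 SD, cut at about 28% in these data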
M1 antag: M1 muscarinic receptor (rat) antagonism. P08482. CHO-M1 cells, Fluo-4 calcium, ACh EC80 antagonist mode; hits give low values. B-score at 10 µM. actives 3.4% (n = 64,000);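 active = calcium fluorescence response, raw or row-and-column corrected B-score, differing from the plate sample mean either way at a set confidence level, mostly lower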
TNAP act DEA: human TNAP activation, intermediate phosphate acceptor; P05186; purified TNAP, CDP-star luminescence, 100 mM DEA, 30 min; hits give high values; scale: 0 levamisole-inhibited, 1 vehicle-only enzyme; activation factor at 20 µM; 64,000 tested, under 10 active;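 active = activation factor of at least 2 at 20 µM, relative to controls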
HEK293 NFkB inh: inhibitors of the PMA/ionomycin-induced NF-kB reporter in HEK293 cells; inhibition, % at 3 µM; HEK-293 NF-kB luciferase reporter, luminescence; actives 0.21% (n = 62,000); AID 465;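 active = inhibition above the mean of all tested compounds plus 3 SD, cut at about 40% in these data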;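 also: 0% = stimulated DMSO wells and 100% = 10 µM reference inhibitor 5653914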
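System: NF-kB luciferase reporter HEK-293 cells | Replication: Single test | Control set: DMSO vs reference inhibitor | Evaluation: % inhibition | Schedule: 1 h pretreatment, 16 h stimulation, 37 °C | Probe or stimulus: PMA with ionomycin | Compound dosing: One dose, 3 µM | Detection: Luciferase luminescence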
D1 mod: D1 dopamine receptor (human) allosteric modulation; P21728; actives 5.9% (n = 58,000); B-score at 10 µM; HEK293 D1, CRE-luciferase, dopamine EC30 potentiation; actives deviate in either direction; AID 641;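 active = luminescence count or its row- and column-corrected plate score outside the 99.7% band of the plate's sample wells, on either side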
Target sequence (P21728 whole entry, looked up): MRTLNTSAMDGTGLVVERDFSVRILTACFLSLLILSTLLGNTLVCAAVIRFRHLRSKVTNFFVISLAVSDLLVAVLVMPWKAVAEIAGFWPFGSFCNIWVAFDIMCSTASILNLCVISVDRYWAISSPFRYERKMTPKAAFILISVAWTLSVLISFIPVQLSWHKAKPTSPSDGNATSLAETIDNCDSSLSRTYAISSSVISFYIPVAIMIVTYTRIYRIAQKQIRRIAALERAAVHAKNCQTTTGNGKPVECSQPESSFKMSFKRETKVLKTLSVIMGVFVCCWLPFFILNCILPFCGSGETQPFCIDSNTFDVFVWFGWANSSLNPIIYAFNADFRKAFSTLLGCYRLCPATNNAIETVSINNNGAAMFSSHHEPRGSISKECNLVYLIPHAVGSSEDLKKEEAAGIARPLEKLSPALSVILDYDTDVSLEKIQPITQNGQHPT
M1 ag: activates the M1 muscarinic receptor; B-score at 10 µM; CHO-M1 cells, Fluo-4 calcium fluorescence, agonist mode; hits give high values; actives 3% (n = 64,000);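 active = fluorescence rise, raw or as B-score row- and column-corrected plate score, outside the 99.7% band of its plate's samples, either direction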
Ecoli tolC: E. coli tolC mutant growth inhibition; AID 573; growth inhibition, % at 10 µM (by protocol); E. coli BW25113 tolC mutant growth, OD615; actives 2.2% (n = 65,000);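 active = growth inhibition at or above a cutoff equal to the mean over every tested compound plus 3 SD, cut at about 60% in these data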;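 also: growth measured after 20 h incubation at 37 °C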
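Doses: one dose of 10 µM final / Material: E. coli BW25113 ΔtolC::kan, tolC deletion mutant strain / Buffer or medium: LB with kanamycin 50 µg/mL / Evaluation: percent growth inhibition / Detection: optical density read at 615 nm / Incubation: 37 °C, 20 h exposure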
Numbers without * were called inactive; . = no result given; [ ] = another dose, or the depositor's remark.

SMILES	SF-1 act	NADH coupling	Jurkat viability	M1 antag	TNAP act DEA	HEK293 NFkB inh	D1 mod	M1 ag	Ecoli tolC
N#Cc1ccc(CSc2nnc(Cc3cccs3)n2Cc2ccco2)cc1	17	7%	6	-0.21	0.9	1	-0.18	-0.26	18
O=c1cc(CSc2ccc(Cl)cc2)nc2nc[nH]n12	0	5%	3	-0.026	1	9	-1.4	2	8
CC(C)(C#N)Nn1cnnc1	-17	2%	-4	1.3	0.9	8	-0.45	-0.15	-24
CCOc1ccc(NC(=O)N2CCC(NC(=O)c3ccco3)CC2)cc1	9	1%	2	-0.52	0.9	9	0.98	-0.4	4
Cc1cccc(N(C)c2cc(C)nc3nc(C)nn23)c1	-21	7%	9	-0.29	1	14	0.24	-1.2	-2
CCOC(=O)C1=C(CNCc2ccccc2Cl)NC(=O)NC1c1ccc2c(c1)OCO2 (configuration not stated)	-2	3%	4	0.31	0.9	16	0.57	0.54	11
CCNc1nc(NCC)nc(N(C)n2cnnc2)n1	-8	6%	-7	0.37	1	19	6.7*	-0.64	-35
CCN1C=C(C(=O)OC)C(c2cccc(C)c2)C(C(=O)OC)=C1	-20	2%[fluoresces]	.	-0.32	1.1	10	-0.45	-0.036	-1
COc1ccccc1NC(=O)c1oc2ccc(C)cc2c1C	18	2%	2	0.17	1	0	0.29	-0.24	43
Cc1onc(-c2ccccc2)c1C(=O)N[C@@H]1C(=O)N2[C@@H]1SC(C)(C)[C@@H]2C(=O)O	3	1%	.	-0.15	0.9	.	-0.19	-0.01	17
CC(C)Oc1cccc(C(=O)Nc2ccc(CN3CCOCC3)cc2)c1	-4	0%	14	0.18	1	-1	-1.7	-0.59	3
Cc1ccc(-c2nc3ncccc3o2)cc1NC(=O)c1cc2ccccc2o1	-15	3%	1	-0.5	0.9	15	0.56	1.8	5
Cc1csc2ncc(C(=O)NCc3ccco3)c(=O)n12	0	14%	4	0	.	9	1.4	-0.4	-15
CC(C)OC(=O)[C@H]1[C@H](c2ccc(Cl)cc2)[C@@](C#N)(C(N)=O)[C@@H]2C=CC(C(N)=O)=CN21	-3	3%	.	1.9	0.8	.	.	0.34	14
COc1cc(NC(=O)CSc2nnc3n2C(C)(C)Cc2ccccc2-3)cc(OC)c1	-14	6%	0	0.62	0.9	10	0.95	-0.8	-23
CCn1c(SCC(=O)Nc2cc(C)on2)nc2c1c(=O)n(C)c(=O)n2C	-1	5%	9	1.4	1	13	0.23	0.32	-8
O=C1NCCCCC1NC1CC(=O)N(c2ccccc2)C1=O (configuration not stated)	-3	8%	0	-0.078	1	-6	-0.029	0.57	-10
COc1ccc(C)cc1NC(=O)C1C2C=CC(C2)C1C(=O)O (configuration not stated)	-20	5%	2	0.64	0.9	13	-0.23	0.8	-15
CCOc1ccccc1N1C(=O)c2ccc(C(=O)O)cc2C1=O	-5	2%	4	0.54	1	8	0.059	-0.11	-1
Cc1cc(N)n2nc(-c3ccccc3)cc2n1	.	5%	.	0.35	0.9	.	-3.4*	1.3	8
COC(=O)C(C)n1cnc2c(nnn2-c2ccc(OC)cc2)c1=O (configuration not stated)	-9	6%	-2	0.62	1	15	0.85	-0.3	-8
CCCCN(CCCC)C(=O)CN(C)S(=O)(=O)c1ccc2c(c1)n(C)c(=O)c(=O)n2C	10	3%	8	0.23	1	21	0.41	1.4	-6
CCCn1c(=O)c2ccccc2n2c(SCC(=O)c3ccc(F)cc3)nnc12	2	7%	-4	-0.48	1	0	-0.03	-0.32	-5
O=C(NCc1ccccc1)c1cc(-c2cccs2)on1	28	5%	0	-0.36	1	-4	-0.53	0.0078	-4
COc1ccc2cc(CN(CCCN3CCOCC3)Cc3nnnn3C3CCCC3)c(=O)[nH]c2c1	-10	9%	6	0.7	0.9	9	-0.36	0.2	-5
CCCCNC(=O)Cn1cnc2c(cnn2-c2ccc(C)c(C)c2)c1=O	13	3%	-2	-0.27	0.9	-3	.	-0.077	-4
O=C(C1CC(c2ccc(F)cc2)=NO1)N1CCN(Cc2ccccc2)CC1 (configuration not stated)	-15	8%	12	0.54	0.9	16	0.05	-1.1	0
O=C(CCS(=O)(=O)c1ccc(Cl)cc1)N1CCN(S(=O)(=O)c2cccs2)CC1	-2	3%	9	-0.77	1	14	-0.48	-0.16	-4
Cc1nc2sc3c(c2c(=O)o1)CC(C)(C)OC3	0	5%	.	-0.24	0.9	.	-0.071	0.64	2
COC(=O)c1cnn(-c2ccc(C)c(C)c2)c1-n1cccc1	25	6%	6	-0.49	0.9	9	0.015	0.18	27
COc1cc(C2N(c3cccc(Cl)c3)C(=O)C3CCCN32)cc(OC)c1OC (configuration not stated)	-6	3%	8	-0.53	0.9	11	0.0042	-0.24	-10
CCCCCCC(=O)N(O)C1CC(=O)N(c2ccc(Br)cc2)C1=O (configuration not stated)	8	3%	2	0.82	1	6	0.27	-0.32	3
CCCn1c(N)c(C(c2ccc(C(=O)OC)cc2)N2CCN(c3ccccc3)CC2)c(=O)[nH]c1=O (configuration not stated)	0	7%	0	0.37	.	10	0.075	0.75	0
Cc1cc2ncn(C3CC(=O)N(Cc4ccccc4)C3=O)c2cc1C (configuration not stated)	3	2%	0	-0.59	0.9	5	-0.39	5.8*	14
C=CCn1c(N)nc2ccccc21	15	5%	-11	-0.33	0.8	-9	-0.094	-1.3	-6
CC1CCN(C(=O)CSc2nnc(-c3cc4ccccc4cc3O)n2Cc2ccco2)CC1	10	1%	0	-0.95	0.9	12	-0.21	-0.43	26
Cc1nnc(NC(=O)c2ccccc2F)s1	31	3%	-1	0.61	0.9	-9	0.077	0.62	-10
Cc1ccc(C2CC(=O)NC(SCC(=O)OCc3ccccc3)=C2C#N)o1 (configuration not stated)	-4	7%	.	-0.49	0.9	8	-0.11	-0.021	13
Cc1cc(C)n(-c2nnc(C)n2NS(C)(=O)=O)n1	6	4%	7	-0.12	1	12	0.48	0.41	-13
CCC(O)c1cc2c(cc1NC(=O)c1ccc(C)cc1)OCCO2 (configuration not stated)	11	4%	-4	0.24	0.9	8	0.41	-0.17	-6

Given with two lines to a compound: entries from further up
Values in the order: SF-1 act | NADH coupling | Jurkat viability | M1 antag | TNAP act DEA | HEK293 NFkB inh | D1 mod | M1 ag | Ecoli tolC
- COc1ccc2cc(CN(CCCN3CCOCC3)Cc3nnnn3C3CCCC3)c(=O)[nH]c2c1
 : -10 | 9% | 6 | 0.7 | 0.9 | 9 | -0.36 | 0.2 | -5
- CCCCNC(=O)Cn1cnc2c(cnn2-c2ccc(C)c(C)c2)c1=O
 : 13 | 3% | -2 | -0.27 | 0.9 | -3 | . | -0.077 | -4
- O=C(C1CC(c2ccc(F)cc2)=NO1)N1CCN(Cc2ccccc2)CC1 (configuration not stated)
 : -15 | 8% | 12 | 0.54 | 0.9 | 16 | 0.05 | -1.1 | 0
- O=C(CCS(=O)(=O)c1ccc(Cl)cc1)N1CCN(S(=O)(=O)c2cccs2)CC1
 : -2 | 3% | 9 | -0.77 | 1 | 14 | -0.48 | -0.16 | -4
- Cc1nc2sc3c(c2c(=O)o1)CC(C)(C)OC3
 : 0 | 5% | . | -0.24 | 0.9 | . | -0.071 | 0.64 | 2
- COC(=O)c1cnn(-c2ccc(C)c(C)c2)c1-n1cccc1
 : 25 | 6% | 6 | -0.49 | 0.9 | 9 | 0.015 | 0.18 | 27
- COc1cc(C2N(c3cccc(Cl)c3)C(=O)C3CCCN32)cc(OC)c1OC (configuration not stated)
 : -6 | 3% | 8 | -0.53 | 0.9 | 11 | 0.0042 | -0.24 | -10
- CCCCCCC(=O)N(O)C1CC(=O)N(c2ccc(Br)cc2)C1=O (configuration not stated)
 : 8 | 3% | 2 | 0.82 | 1 | 6 | 0.27 | -0.32 | 3
- CCCn1c(N)c(C(c2ccc(C(=O)OC)cc2)N2CCN(c3ccccc3)CC2)c(=O)[nH]c1=O (configuration not stated)
 : 0 | 7% | 0 | 0.37 | . | 10 | 0.075 | 0.75 | 0
- Cc1cc2ncn(C3CC(=O)N(Cc4ccccc4)C3=O)c2cc1C (configuration not stated)
 : 3 | 2% | 0 | -0.59 | 0.9 | 5 | -0.39 | 5.8* | 14
- C=CCn1c(N)nc2ccccc21
 : 15 | 5% | -11 | -0.33 | 0.8 | -9 | -0.094 | -1.3 | -6
- CC1CCN(C(=O)CSc2nnc(-c3cc4ccccc4cc3O)n2Cc2ccco2)CC1
 : 10 | 1% | 0 | -0.95 | 0.9 | 12 | -0.21 | -0.43 | 26
- Cc1nnc(NC(=O)c2ccccc2F)s1
 : 31 | 3% | -1 | 0.61 | 0.9 | -9 | 0.077 | 0.62 | -10

Later entries:
SMILES	SF-1 act	NADH coupling	Jurkat viability	M1 antag	TNAP act DEA	HEK293 NFkB inh	D1 mod	M1 ag	Ecoli tolC
O=C(CCS(=O)(=O)c1cccs1)Nc1ccc(C(=O)NCc2cccs2)cc1	-14	6%	7	0.024	1	3	-0.21	-0.34	0
Cc1noc(C)c1C(=O)NC1CCCc2ccccc21 (configuration not stated)	-6	5%	0	-0.26	1	16	-0.31	0.21	-7
CCCc1cc(=O)[nH]c(SCC(=O)N(Cc2ccccc2)C(C)C)n1	-8	6%	1	0.045	1	21	0.56	0.5	28
CCc1ccc(NC(=O)c2cc(C(C)C)on2)cc1	11	3%	1	0.012	0.9	-48	-1.7	0.29	10
Cc1cc(NC(=O)CSc2nnc(Cn3c(=O)sc4ccccc43)n2-c2ccccc2C)no1	-6	8%	4	0.1	0.9	21	1.1	-0.5	15
CCSc1nnc(NC(NC(=O)c2ccco2)(C(F)(F)F)C(F)(F)F)s1	5	0%	.	0.58	1	.	-0.029	1.2	3
COc1ccccc1-c1cc(C(=O)Nc2cccnc2)no1	14	3%	72*	0.48	1	23	2.5	3.2	9
COc1cccc(N2C(=O)CC(N3CCC(c4nc5ccccc5[nH]4)CC3)C2=O)c1 (configuration not stated)	11	1%	2	0.53	1	16	-0.91	0.04	6
O=C1OCc2ccc(NC(=O)C3CCCCC3)cc21	-3	0%	.	-1	0.8	7	7.5*	-3.3*	-14
COc1cc(Br)cc(/C=N/c2ncn[nH]2)c1O	-20	4%	-1	-0.17	1	4	-0.87	-1.3	-5
CCC1Oc2ccccc2N(CC(=O)NCCCN2CCC(C)CC2)C1=O (configuration not stated)	5	11%	1	0.43	0.9	8	-0.92	-0.6	-17
COc1cccc(-n2nnnc2SCC(=O)Nc2cccc(NC(C)=O)c2)c1	-1	1%	1	0.25	0.9	20	0.31	-0.64	5
COC(=O)c1ccc(CSc2nc3ccccc3c(=O)n2-c2ccc(OC)c(OC)c2)o1	-5	5%	-2	-0.00055	0.9	10	-0.2	0.39	19
CCOC(=O)CNc1ccc2c(c1)OCO2	-6	4%	-5	0.057	0.9	6	-0.46	-1.6	-9
CC(=O)C1=C(C)NC(C)=C(C(C)=O)C1c1cccs1	-14	1%	-3	0.14	1	11	0.041	-0.97	-14
COc1ccccc1-n1c(=O)c2c3c(sc2n2c(SC)nnc12)CCC3	-2	7%	.	-0.68	0.9	.	.	-1.1	0
O=C(NCc1ccccc1Cl)c1cnn2cccnc12	7	10%	0	-0.45	0.9	13	1	0.52	8
CSc1nnc(NC(=O)C2CCCCC2)s1	-18	8%	0	0.061	1	-5	0.012	-0.042	21
O=C1c2sc3nc4ccccc4n3c2C(=O)N1c1ccccc1Cl	8	5%	-3	1.3	0.9	-4	-0.23	-0.66	18
CC(=O)C1C(c2ccco2)c2c(noc2C)CC1(C)O (configuration not stated)	-13	.	.	0.57	0.9	10	-0.98	-0.55	.
